High-throughput results (PubChem BioAssay)
PLC-gamma1 inh – PLC-gamma1 (human) inhibition, primary screen. P19174. purified PLC-gamma1, fluorogenic substrate, fluorescence. inhibition, % at 12.2 µM. actives 0.84% (n = 370,000). AID 720700; in the data active means inhibition above about 9.5%
proKLK7 act – activators of human kallikrein-7 zymogen. P49862. AID 652039. activation, % at 7 µM. purified proKLK7, EDANS-DABCYL substrate fluorescence; 100% is mature enzyme control, 0% vehicle. actives 0.9% (n = 370,000);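 active means activation above the mean of all tested compounds plus 3 SD, computed per campaign excluding outliers beyond control limits, cut at about 13% in these data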
ASAP1 GAP inh – ASAP1 ArfGAP inhibition; Q9ULH1; ASAP1-stimulated ARF1 GTP hydrolysis, GDP FP detection; inhibition, % at 16.5 µM; actives 0.19% (n = 360,000); in the data active means inhibition above about 25%;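 further: 0% = vehicle with enzyme and substrate and 100% = no enzyme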
PLC-beta3 inh – blocks human PLC-beta3 enzyme activity. Purified PLC-beta3, fluorogenic substrate, fluorescence. actives 0.18% (n = 370,000). AID 720704. inhibition, % at 12.2 µM; in the data active means inhibition above about 11%;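 further: 0% = median of compound wells on plate and 100% = full blocker control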
ADAM17 inh – inhibits human ADAM17. P78536. recombinant ADAM17, EDANS/DABCYL FRET peptide cleavage. inhibition, % at 6.95 µM. actives 0.83% (n = 370,000). AID 720648;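 active means inhibition above the mean of compounds lying between control limits plus 3 SD, set per campaign, cut at about 8.5% in these data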;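 further: 0% = DMSO-only wells as the low control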
Target sequence (P78536 215-824 limits assumed): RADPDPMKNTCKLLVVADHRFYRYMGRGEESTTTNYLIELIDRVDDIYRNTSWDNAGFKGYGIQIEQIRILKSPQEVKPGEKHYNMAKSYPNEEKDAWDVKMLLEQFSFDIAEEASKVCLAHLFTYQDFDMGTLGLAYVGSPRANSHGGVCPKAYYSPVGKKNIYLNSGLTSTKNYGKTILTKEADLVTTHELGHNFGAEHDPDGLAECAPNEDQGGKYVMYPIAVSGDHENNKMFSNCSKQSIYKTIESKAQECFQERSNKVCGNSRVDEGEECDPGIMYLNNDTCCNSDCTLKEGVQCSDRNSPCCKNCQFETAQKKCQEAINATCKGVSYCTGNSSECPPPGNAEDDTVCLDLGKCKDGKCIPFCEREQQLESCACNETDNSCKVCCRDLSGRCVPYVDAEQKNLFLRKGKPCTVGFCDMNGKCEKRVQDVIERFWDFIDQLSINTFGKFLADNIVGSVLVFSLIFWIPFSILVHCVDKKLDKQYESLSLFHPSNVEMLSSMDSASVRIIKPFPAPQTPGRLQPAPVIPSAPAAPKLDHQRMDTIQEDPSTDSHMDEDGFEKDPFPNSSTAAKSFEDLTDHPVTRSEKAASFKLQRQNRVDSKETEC
UHRF1 MBD2 ctr – blocks human UHRF1 binding to methylated DNA. inhibition, % at 4.4 µM. UHRF1 binding to methylated oligo, TR-FRET. actives 0.75% (n = 370,000). Q96T88; in the data active means inhibition above about 21%;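 further: UHRF1 SRA domain binding a hemimethylated CpG hairpin DNA probe; 0% = median of test compound wells and 100% = reference inhibitor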
DDE Tn6 FP inh – disrupts Tn6 cyclic peptide binding to fibrin D-Dimer-E complex; P02675; Fibrin DD(E) TRITC-Tn6 fluorescence polarization displacement; inhibition, % at 8.3 µM; actives 0.21% (n = 370,000);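 active means inhibition above a per-campaign cutoff: mean of compounds within control limits plus 3 SD, cut at about 15% in these data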;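 further: 0% = median of all compound wells on the plate and 100% = blocking peptide control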
Target sequence (P02675 whole entry, looked up): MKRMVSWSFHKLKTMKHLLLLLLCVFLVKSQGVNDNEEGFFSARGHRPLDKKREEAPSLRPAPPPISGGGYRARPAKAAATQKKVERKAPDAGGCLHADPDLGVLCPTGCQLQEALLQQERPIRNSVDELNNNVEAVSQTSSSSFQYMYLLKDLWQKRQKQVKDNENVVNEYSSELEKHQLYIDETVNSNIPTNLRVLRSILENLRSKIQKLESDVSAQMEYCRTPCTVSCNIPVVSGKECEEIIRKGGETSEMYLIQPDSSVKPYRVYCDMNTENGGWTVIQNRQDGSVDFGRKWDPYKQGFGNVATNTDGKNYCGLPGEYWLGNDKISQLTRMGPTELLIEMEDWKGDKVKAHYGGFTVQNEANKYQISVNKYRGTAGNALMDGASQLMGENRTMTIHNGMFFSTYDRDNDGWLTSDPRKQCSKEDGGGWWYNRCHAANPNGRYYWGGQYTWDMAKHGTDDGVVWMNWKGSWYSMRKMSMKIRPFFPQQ
ARFGAP1 inh – inhibits rat ARF GTPase activating protein 1; Q62848; Arfgap1-stimulated ARF1 GTP hydrolysis, GDP FP detection; inhibition, % at 16.5 µM; actives 0.26% (n = 360,000); AID 651572;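 active means inhibition above a per-plate limit, mean inhibition of low control wells plus 3 SD, cut at about 25% in these data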;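 further: 0% = DMSO wells with enzyme and 100% = wells lacking Arfgap1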
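system = rat Arfgap1 catalytic domain, aa 1-136 | technique = FP, GDP Alexa 633 tracer displaced from anti-GDP antibody, 620/688 nm | compound = one concentration, 16.5 µM, DMSO 1.26% | medium = HEPES-based buffer, pH 7.5 | timing = compound-enzyme preincubation 20 min, reaction 120 min, detection 60 min, 25 °C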
Tn7 DDE FP – DD(E)-Tn7 binding inhibition, primary FP screen; inhibition, % at 8.3 µM; FP displacement of FITC-Tn7 peptide from fibrin DD(E); 0% = median of compound wells per plate; actives 0.13% (n = 370,000);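 active means inhibition above the mean of compounds falling within the control limits plus 3 SD of them, cut at about 14% in these data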;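 further: 0% = plate median of compound wells and 100% = 10 µM Aha-Tn7 peptide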
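Assay system: Fibrin-DD(E) protein isolated from polymerized human fibrin clots; read-out basis: percent inhibition; medium: Tris/NaCl/CaCl2 buffer, pH 7.8; signal: FP measurement; incubation: 10 min plus 3 h, room temperature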
MBD2 DNA inh – blocks human MBD2 binding to methylated DNA. actives 0.31% (n = 370,000). TR-FRET, MBD2 binding to methylated oligonucleotide. AID 686964. inhibition, % at 4.4 µM; in the data active means inhibition above about 13%
* marks the source's active call; other numbers are inactive results; i = inactive; / = no result given.

item | structure | PLC-gamma1 inh | proKLK7 act | ASAP1 GAP inh | PLC-beta3 inh | ADAM17 inh
1 | N#CCCn1cc(CNC2CCC(O)CC2)c2ccccc21 (stereo unspecified) | 0 | -0.7 | -4 | -2 | 0
2 | CC(OC(=O)/C=C/c1ccco1)C(=O)Nc1cccc([N+](=O)[O-])c1 (stereo unspecified) | 3 | 0.0 | -1 | 3 | 3
3 | N#CCC(=O)N/N=C\c1ccccc1OC/C=C/c1ccccc1 | -2 | -0.4 | 2 | -12 | 0
4 | CCOC(=O)C1C(=O)C=C(c2cccs2)CC1c1ccccc1C (stereo unspecified) | -2 | 1.0 | -4 | -4 | 3
5 | Cc1ccsc1C(=O)NCc1ccc(F)cc1 | 4 | 0.0 | -8 | -3 | 2
6 | Oc1ccccc1/C=N/N1CCN(c2ccccn2)CC1 | 1 | 0.3 | 5 | -3 | -3
7 | COc1cc(/C=C(/C#N)c2ccc(F)cc2)ccc1OCc1ccc(C(=O)O)o1 | -21 | 1.1 | 2 | -27 | -1
8 | O=c1c2cc(C(F)(F)F)ccc2sn1-c1ccccc1 | 1 | 0.1 | 5 | -1 | -3
9 | O=C1Nc2ccccc2OC1CC(=O)N1CCCCCCC1 (stereo unspecified) | -1 | 0.1 | / | -1 | -1
10 | CCCCN(C)C(=O)c1cc2cc3cc(OC)ccc3nc2o1 | -467 | 1.1 | 2 | i | -347
11 | O=C1CC(C(=O)O)c2ccccc2N1 (stereo unspecified) | 1 | 0.7 | -6 | 3 | 3
12 | CN(CC(=O)Nc1c(Cl)cccc1Cl)C(=O)c1cccc(-n2cccc2)c1 | -1 | -0.3 | 4 | -2 | -1
13 | Cc1c(S(=O)(=O)c2ccccn2)c(N)n(Cc2ccccc2Cl)c1C | -22 | 0.2 | 16 | -27 | -11
14 | CCOC(=O)c1c(C)nc2c(c1C)c(=O)oc1ccccc12 | -3 | 0.5 | 8 | 0 | -3
15 | NC(=O)C1CC2(C1)CC(C(N)=O)C2 (stereo unspecified) | 8 | -0.3 | 1 | 4 | 1

item | UHRF1 MBD2 ctr | DDE Tn6 FP inh | ARFGAP1 inh | Tn7 DDE FP | MBD2 DNA inh
1 | -3 | 5 | 6 | -4 | 6
2 | -3 | 6 | 2 | 0 | 1
3 | -7 | 4 | -7 | 1 | -8
4 | -2 | -5 | -9 | -6 | -3
5 | -1 | 6 | 2 | 2 | -3
6 | 0 | 1 | -7 | -6 | -1
7 | -2 | 2 | -5 | 5 | 1
8 | -1 | -1 | 6 | 0 | -2
9 | -2 | -1 | / | 6 | 0
10 | -4 | -6 | 9 | 4 | 6
11 | -2 | 1 | 1 | 1 | 3
12 | 23* | 4 | 9 | -1 | 7
13 | -2 | -7 | 1 | -9 | 2
14 | 1 | -3 | -11 | -3 | 4
15 | 0 | 5 | 4 | 5 | -1

10 of the compounds above, screen by screen:
6	Oc1ccccc1/C=N/N1CCN(c2ccccn2)CC1
7	COc1cc(/C=C(/C#N)c2ccc(F)cc2)ccc1OCc1ccc(C(=O)O)o1
8	O=c1c2cc(C(F)(F)F)ccc2sn1-c1ccccc1
9	O=C1Nc2ccccc2OC1CC(=O)N1CCCCCCC1 (stereo unspecified)
10	CCCCN(C)C(=O)c1cc2cc3cc(OC)ccc3nc2o1
11	O=C1CC(C(=O)O)c2ccccc2N1 (stereo unspecified)
12	CN(CC(=O)Nc1c(Cl)cccc1Cl)C(=O)c1cccc(-n2cccc2)c1
13	Cc1c(S(=O)(=O)c2ccccn2)c(N)n(Cc2ccccc2Cl)c1C
14	CCOC(=O)c1c(C)nc2c(c1C)c(=O)oc1ccccc12
15	NC(=O)C1CC2(C1)CC(C(N)=O)C2 (stereo unspecified)

screen / no.,6,7,8,9,10,11,12,13,14,15
PLC-gamma1 inh,1,-21,1,-1,-467,1,-1,-22,-3,8
proKLK7 act,0.3,1.1,0.1,0.1,1.1,0.7,-0.3,0.2,0.5,-0.3
ASAP1 GAP inh,5,2,5,/,2,-6,4,16,8,1
PLC-beta3 inh,-3,-27,-1,-1,i,3,-2,-27,0,4
ADAM17 inh,-3,-1,-3,-1,-347,3,-1,-11,-3,1
UHRF1 MBD2 ctr,0,-2,-1,-2,-4,-2,23*,-2,1,0
DDE Tn6 FP inh,1,2,-1,-1,-6,1,4,-7,-3,5
ARFGAP1 inh,-7,-5,6,/,9,1,9,1,-11,4
Tn7 DDE FP,-6,5,0,6,4,1,-1,-9,-3,5
MBD2 DNA inh,-1,1,-2,0,6,3,7,2,4,-1

(further entries)
item | structure | PLC-gamma1 inh | proKLK7 act | ASAP1 GAP inh | PLC-beta3 inh | ADAM17 inh
16 | O=C(CN1CCCCCC1)Nc1ccc(Oc2ccccc2)cc1 | 2 | -0.4 | 5 | 0 | 3
17 | COc1ccccc1OCC(=O)N1CCN(c2ccccc2OC)CC1 | -4 | -0.1 | 4 | -2 | -5
18 | Cc1ccc(C(=O)NC(O)C(Cl)Cl)cc1 (stereo unspecified) | -2 | 0.2 | 4 | 1 | -5
19 | CC[N+]1(C)CC2CCC(C)(C1)C2(C)C (stereo unspecified) | -2 | 0.1 | 9 | -6 | -6
20 | CCOC(=O)CNC(=O)C1COc2ccccc2O1 (stereo unspecified) | 4 | 0.2 | 3 | -5 | -1
21 | CCCc1ccc2oc(C(=O)N3CCCC3)c(C)c2c1 | 4 | 2.2 | 12 | 0 | 3
22 | CN(C)CCNC(=O)c1cccc(-c2cnc3c(NC=O)cc(-c4ccc(S(C)(=O)=O)cc4)cn23)c1 | -167 | 6.9 | 8 | -223 | -19
23 | COc1ccc(OC)c(-n2c(SCC(=O)Nc3cccc(S(N)(=O)=O)c3)nc3ccccc3c2=O)c1 | 2 | -0.6 | 14 | -1 | 3
24 | O=C(c1ccc2c(c1)OCO2)C1CCCN(Cc2ccc3nsnc3c2)C1 (stereo unspecified) | -3 | 0.2 | 1 | -9 | 0
25 | CCOC(=O)C1CCN(C(=O)Nc2ccc(OCc3ccccc3)cc2)CC1 | 2 | 0.7 | -15 | 5 | -3
26 | CCc1nc2ccc(C(=O)NCCN3CCNC3=O)cn2c1N(CC)CCOC | 3 | 0.1 | -6 | 0 | -6
27 | CC(NC(=O)COC(=O)C1CC2CCCC(C1)C2=O)c1ccccc1 (stereo unspecified) | -2 | 0.1 | -12 | -4 | -2
28 | O=C(CC1SC(N2CCCCC2)=NC1=O)Nc1ccc(C(=O)O)cc1 (stereo unspecified) | 6 | 0.4 | -7 | 1 | 1
29 | O=C(CCCn1c(=O)[nH]c2cc(Cl)ccc2c1=O)NCCCN1CCN(c2ccc(F)cc2)CC1 | 1 | 0.9 | 2 | -14 | -2
30 | CC1CCCN(S(=O)(=O)c2cnc[nH]2)C1 (stereo unspecified) | 7 | -0.1 | 11 | 2 | 1

item | UHRF1 MBD2 ctr | DDE Tn6 FP inh | ARFGAP1 inh | Tn7 DDE FP | MBD2 DNA inh
16 | 1 | 14 | 7 | -5 | 3
17 | 2 | -6 | -18 | 19* | 1
18 | -1 | -7 | -10 | 2 | -7
19 | 0 | -2 | 14 | -11 | 3
20 | 1 | 0 | 5 | -1 | -1
21 | 2 | -10 | 1 | -5 | -4
22 | 9 | -4 | 1 | -5 | 3
23 | 2 | -2 | 8 | -5 | 1
24 | 0 | 1 | -6 | 9 | -5
25 | 0 | 4 | 7 | 4 | 1
26 | 0 | -4 | 9 | 2 | 1
27 | -2 | 0 | 4 | 8 | -4
28 | 0 | 2 | -1 | 1 | -6
29 | 2 | -8 | 3 | -7 | 3
30 | -2 | -6 | -6 | -1 | 2

The list continues:
item | structure | PLC-gamma1 inh | proKLK7 act | ASAP1 GAP inh | PLC-beta3 inh | ADAM17 inh
31 | C#CCn1c(C)cc(C)c(S(=O)(=O)c2ccccc2)c1=O | 0 | 0.6 | 8 | -3 | 0
32 | CCOC(=O)c1c(NC(=O)CCc2ccc(CC)o2)sc(C)c1C | -3 | -0.4 | 4 | -5 | -2
33 | Cc1ccccc1C(=O)NC1CC2CCCC(C1)N2C(=O)Nc1ccccc1 (stereo unspecified) | 5 | -0.4 | -3 | 3 | -4
34 | O=C(N=C1SC2CS(=O)(=O)CC2N1c1cccc(F)c1)C1CC1 (stereo unspecified) | 2 | 0.3 | 10 | -4 | -2
35 | O=C(COc1nc2ccccc2nc1N1CCOCC1)Nc1cccc(S(=O)(=O)N2CCCCC2)c1 | -33 | -0.3 | 6 | -34 | 7
36 | CCOC(=O)c1[nH]c2ccc(OCC)cc2c1NC(=O)CN1CCN(c2ccccc2)CC1 | -34 | -1.2 | -10 | -39 | -7
37 | COc1cccc(NC(=O)C2CCC(CNS(=O)(=O)c3ccc4c(c3)CC(C)N4C(C)=O)CC2)c1 (stereo unspecified) | -1 | 0.4 | -3 | -5 | 4
38 | CCC(C)C(=O)Nc1ccc(S(=O)(=O)Nc2nccs2)cc1 (stereo unspecified) | -1 | 0.4 | -14 | -7 | -5
39 | CC(=O)OC[C@@H]1CN(Cc2ccccc2)C[C@H](n2cnc3c(NC4CC4)ncnc32)O1 | 0 | 0.8 | 6 | -2 | -5
40 | CCOc1cc(NC(=S)NCC2CCCO2)c(OCC)cc1NC(=O)c1ccc(F)cc1 (stereo unspecified) | 1 | -0.3 | 1 | -2 | 0
41 | O=C(O)c1ccc(N2C(=O)c3ccc(C(=O)c4cccc([N+](=O)[O-])c4)cc3C2=O)cc1 | 1 | -0.2 | 14 | 2 | 3
42 | Cc1sc2ncnc(OCC(=O)NCC3CCCO3)c2c1C (stereo unspecified) | -2 | -0.2 | -1 | -3 | -4
43 | COc1ccc(CNCc2ccco2)cc1OCc1ccccc1 | 3 | 0.1 | -7 | 1 | 5
44 | O=c1c2cnn(-c3ccccc3)c2nc(-c2cccs2)n1-c1ccc(Br)cc1 | -3 | -0.3 | 14 | -4 | -5
45 | CC1(C(=O)NC2CCCC2)CCC(=O)N1CCC1=CCCCC1 (stereo unspecified) | 0 | 0.1 | 13 | 0 | -3
46 | CCCCOC(=O)c1ccc(NC(=O)CSCc2n[nH]c(=O)[nH]2)cc1 | 1 | 0.4 | -2 | -1 | -6

item | UHRF1 MBD2 ctr | DDE Tn6 FP inh | ARFGAP1 inh | Tn7 DDE FP | MBD2 DNA inh
31 | 3 | -5 | 2 | -11 | -3
32 | -4 | -9 | 3 | -7 | -4
33 | -1 | -1 | -4 | -5 | 7
34 | 6 | -5 | -9 | -5 | 2
35 | -2 | -6 | 5 | 5 | 0
36 | 19 | 9 | 1 | 5 | 1
37 | 2 | 0 | -5 | 6 | -5
38 | -1 | 3 | -20 | 3 | -5
39 | 3 | 0 | 1 | -4 | 5
40 | 1 | 4 | -8 | -5 | -2
41 | -1 | 8 | 6 | -1 | -2
42 | 0 | -4 | 0 | 2 | 1
43 | 1 | 1 | 2 | 9 | 3
44 | 1 | -2 | 0 | 0 | 0
45 | 1 | 13 | -11 | 6 | -5
46 | -3 | -5 | 3 | 8 | 4
